# HSF1 activator = increases HSF-1 driven luciferase reporter signal; NIH3T3-HGL HSF-1 luciferase reporter, MG132, 8 h; 100% = twice DMSO control signal; activation, % at 9 µM; 300,000 compounds, 1.7% hits;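 active = mean replicate activation of at least 50% with a set share of replicates each reaching 50%; inconclusive = only one of those two conditions met; inactive = mean below 50% and too few replicates reaching it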;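 note: 0% = median of the neutral control wells and 100% = twice that signal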
# HIF act = HIF pathway transcriptional activation | U2OS HRE-luciferase reporter, luminescence; normalized: DMSO 0%, desferrioxamine 100% | activation, % at 7.5 µM (by protocol) | 300,000 compounds, 0.32% hits | AID 1910;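 active = mean activation of at least 10% of the iron chelator positive control signal, with at least half of replicates also reaching 10%; inconclusive = mean and replicate majority disagree about reaching 10%; inactive = mean and most replicates under 10%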
# KLF5 inh = kruppel-like factor 5 inhibition; DLD-1 KLF5 promoter-luciferase reporter, luminescence; inhibition, % at 5 µM; 290,000 compounds, 0.23% hits; AID 1700;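 active = inhibition above a per-plate limit of that plate's mean compound inhibition plus 3 SD, cut at about 60% in these data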;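 note: 0% = DMSO wells and 100% = LY294002 at 200 µM; higher means less KLF5 promoter-driven luciferase light; inactives centre near -14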
# AI-2 QS mod = modulators of Vibrio harveyi AI-2 quorum sensing system; activity change, % at 7.5 µM; Vibrio harveyi JMH597 AI-2 luminescence/OD600 ratio, 9 h; active compounds read low; strain lacks LuxN and CqsS sensors; 0 = neutral-control median; 300,000 compounds, 0.4% hits; in the data active = activity change below about -75%, passing the limit was not always enough; inconclusive = no clear call, values can overlap the other calls;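 note: luminescence divided by OD600 gain over 9 h not by final OD600 alone; inactives centre near 13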
# GSK3B inh = human GSK3beta kinase inhibition; GST-GSK3beta kinase, ADP-Glo luminescence, 60 min; active compounds read low; activity score (negative = inhibition), % at 10 µM; P49841; 300,000 compounds, 0.038% hits;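 active = more than half of replicate wells score below -50%, meaning over 50% inhibition versus plate controls; inconclusive = some replicates but at most half score below -50%; inactive = no replicate scores below -50%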;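 note: 0% = median DMSO wells and -100% = median GW8510 positive control wells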
# Target sequence (P49841 whole entry, looked up): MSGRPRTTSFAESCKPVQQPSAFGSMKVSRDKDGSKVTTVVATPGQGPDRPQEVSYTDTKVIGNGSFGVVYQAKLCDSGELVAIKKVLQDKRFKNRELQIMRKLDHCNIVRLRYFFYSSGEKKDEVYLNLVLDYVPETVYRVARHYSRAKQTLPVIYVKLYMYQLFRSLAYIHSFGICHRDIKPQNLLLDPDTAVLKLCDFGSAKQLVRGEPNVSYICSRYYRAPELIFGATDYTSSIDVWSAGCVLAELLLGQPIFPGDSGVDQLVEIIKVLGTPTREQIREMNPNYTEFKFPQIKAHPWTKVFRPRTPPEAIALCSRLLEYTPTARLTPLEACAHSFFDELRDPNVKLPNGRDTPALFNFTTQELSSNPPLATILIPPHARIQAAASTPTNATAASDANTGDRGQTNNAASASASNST
#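 Assay system: GST-tagged human GSK3beta kinase, cell-free; Input: 1.6 ng GSK3beta; Medium: Tris/MgCl2 kinase buffer; Timing: 60 min enzyme reaction, room temperature; Signal: ADP-Glo luminescence quantifying ADP generated by kinase; Evaluation: score relative to plate controls; Benchmarks: DMSO neutral wells and GW8510 at 20 µM as positive.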
# GSK3 alpha inh = blocks human GSK-3 alpha kinase; P49840; ADP-Glo luminescence, 60 min; inhibition, % at 10 µM; 320,000 compounds, 0.1% hits;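 in the data active = inhibition above about 50%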;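 note: GST-tagged GSK-3 alpha with peptide substrate and 25 µM ATP; 0% = DMSO neutral wells and 100% = GW8510 positive control wells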
# Target sequence (P49840 whole entry, looked up): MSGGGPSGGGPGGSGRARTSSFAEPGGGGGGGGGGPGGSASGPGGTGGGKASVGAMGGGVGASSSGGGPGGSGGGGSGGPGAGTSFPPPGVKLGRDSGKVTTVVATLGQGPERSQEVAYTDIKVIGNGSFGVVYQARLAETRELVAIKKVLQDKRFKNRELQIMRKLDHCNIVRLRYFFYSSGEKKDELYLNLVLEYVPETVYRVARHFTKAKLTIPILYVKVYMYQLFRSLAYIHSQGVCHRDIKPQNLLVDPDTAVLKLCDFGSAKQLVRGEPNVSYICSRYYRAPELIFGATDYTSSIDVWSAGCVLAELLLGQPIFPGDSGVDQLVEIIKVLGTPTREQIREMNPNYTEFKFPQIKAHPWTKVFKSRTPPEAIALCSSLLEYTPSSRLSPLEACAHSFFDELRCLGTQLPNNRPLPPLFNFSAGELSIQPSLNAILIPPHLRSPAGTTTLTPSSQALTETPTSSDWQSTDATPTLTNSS
# IEC-6 tox = kills IEC-6 intestinal cells in KLF5 counter-screen. IEC-6 cytotoxicity, luminescence viability. inhibition, % at 5 µM. 290,000 compounds, 0.78% hits. AID 1825; in the data active = inhibition above about 22%;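 note: 0% = plate median of test compound wells and 100% = cytotoxic reference compound wells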
# HSP90 inh = HSP90 refolding inhibition in rabbit reticulocyte lysate. luciferase refolding luminescence, 3 h. inhibition, % at 5.6 µM. 290,000 compounds, 0.91% hits;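 active = inhibition above the screen-wide mean plus 3 SD, computed separately per campaign, cut at about 16% in these data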;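 note: 0% = DMSO wells and 100% = 60 µM geldanamycin wells; inhibitors lower the luminescence because luciferase stays unfolded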
# aSyn 5UTR inh = MLPCN primary screen, SNCA 5' untranslated region; alpha-synuclein 5'UTR reporter, inhibitor activity; inhibition, % (tested at 7.5 µM); 300,000 compounds, 0.82% hits; in the data active = inhibition above about 60%; inconclusive = no clear call, values can overlap the other calls;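 note: H4 neuroglioblastoma cells stably carrying SNCA 5'UTR luciferase fusion; 0% = DMSO wells and 100% = positive control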
# HSF1 inhib = HSF1 inhibition. NIH3T3-HGL HSE-luciferase, MG132-induced, luminescence 8 h; active compounds read low. activity change, negative = inhibition, % at 7.5 µM (by protocol). 300,000 compounds, 0.77% hits. AID 2098;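 active = more than half of replicate wells show activity change below -50%, luminescence cut by over half; inconclusive = some wells, but at most half, below -50%; inactive = no replicate well below -50%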;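 note: luciferase reports HSF-1 transcriptional activity via heat shock element; 0% = median of DMSO wells and -100% = zero luminescence signal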
# * marks the source's active call; other numbers are inactive results; ? = inconclusive; · = not tested or not shown. This is a random part of the collection. Share with any hit: about 4.7%.
SMILES,HSF1 activator,HIF act,KLF5 inh,AI-2 QS mod,GSK3B inh,GSK3 alpha inh,IEC-6 tox,HSP90 inh,aSyn 5UTR inh,HSF1 inhib
Cc1ccc(CNC(=O)CCc2nc3ccccc3c(=O)[nH]2)cc1,-9,-1.2,2,20,3,-1,-3,-3,-6,-5
Cc1c(CN2CCN(C)C(CCO)C2)[nH]c2c(Cl)cccc12 (centres undefined),12,-0.5,-18,14,0,-4,-1,-2,22,-7
Cc1ccc(S(=O)(=O)Nc2ccc(O)c(S(=O)(=O)c3ccc(C)cc3)c2)cc1,1,-0.2,-13,18,-2,-3,2,1,-22,-5
CC(C)OCCCn1c(SCC(=O)N2CCCC2=O)nc2ccccc2c1=O,-18,-0.1,·,20,4,-3,·,·,-11,-4
CC#CCN1c2ccccc2[C@]23C[C@@H](C(=O)OC)N(C(=O)NC4CCCCC4)C2=NC(C(=O)OC)=C(C(=O)OC)[C@H]13,9,-0.2,·,14,2,0,·,·,19,-1
COc1ccc(CNc2n[nH]c(NCc3ccc(OC)c(OC)c3)n2)cc1OC,3,-0.5,-12,-3,4,0,2,-3,9,3
Cc1ccc(S(=O)(=O)c2c(N)n(NC(=O)c3ccccc3C)c3nc4ccccc4nc23)cc1,46,0.1,-22,4,-1,-1,0,2,13,11
Cc1cc(C(=O)Nc2ccc(CC(=O)O)cc2)c(C)o1,-33,-1.5,9,5,7,-5,2,0,43,-27
COC(=O)c1oc2ccc(Br)cc2c1NC(=O)CCN1CCOCC1,-10,-0.3,-7,12,2,-2,4,-3,-4,1
Cc1ccc(CNC(=O)CN(c2ccc(Cl)cc2)S(C)(=O)=O)cc1,8,-0.5,-28,33,0,0,-2,-3,-47,8
COC(=O)c1cccc(NC(=O)NC(=O)c2ccccc2Cl)c1,-23,-3.6,-1,1,-4,7,-2,29*,95*,-12
O=C(Nc1cccc2ccccc12)c1cccc([N+](=O)[O-])c1,21,1.9,-25,-1,1,0,2,1,-13,-5
COc1ccc(CCN(C)C(=O)Cn2c(=O)oc3ccccc32)cc1OC,14,0.1,-7,11,1,-1,5,-3,20,-4
Cc1nc2ccc(NC(=O)c3cccc(S(=O)(=O)N4CC(C)OC(C)C4)c3)cc2s1 (centres undefined),8,-0.2,-28,29,-4,0,4,2,-24,-5
CCOC(=O)N1CCC(Nc2nc3ccccc3n3cnnc23)CC1,3,-0.1,-5,11,0,-4,-2,1,37,-8
CCOc1ccc(C(=O)Nc2cccc(SC)c2)cc1,34,3.4,-91,14,-1,0,-7,-7,-168,13
CCOc1ccc(NC(=O)CSc2nnc(-c3ccccc3)n2N)cc1,1,-0.2,-23,8,2,1,1,-3,1,-6
O=C(NCc1ccc(Cl)cc1)c1cc(-c2cccs2)on1,-21,0.9,-43,-34,2,0,-8,-2,-33,-7
CN(Cc1nc(-c2cccs2)no1)CC1(N2CCOCC2)CCCCC1,-6,-0.4,-2,14,0,-1,2,1,5,-9
CN(C)c1ccc(/C=N/NC(=O)c2cccc(C(=O)N/N=C/c3ccc(N(C)C)cc3)n2)cc1,-3,0.0,-29,4,-2,-2,1,0,-3,6
CSc1ccc(/C=N/Nc2nc(C)cc(=O)[nH]2)cc1,4,2.6,2,8,13,0,-2,2,-61,4
CC(Oc1ccccc1[N+](=O)[O-])C(=O)N/N=C/c1ccoc1 (centres undefined),-10,0.1,1,18,-4,-4,4,-3,-6,0
COc1ccc(-c2ccc(NCCC3=CCCCC3)nn2)cc1OC,15,1.9,-22,2,2,6,2,0,-6,17
CCOC(=O)N1CCN(C(c2ccc(F)cc2)c2sc3nc(C)nn3c2O)CC1 (centres undefined),-16,0.0,-10,15,2,-1,-2,0,1,8
Cc1nn(CCS(=O)(=O)c2ccc(Cl)cc2)c(C)c1Br,0,-0.1,-18,10,-3,1,4,-4,-9,-8
Cc1ccnc(NC(=O)COc2ccc3c(c2)CCC3)c1,13,-2.8,·,1,-2,1,·,·,-90,3
Cc1ccc(S(=O)(=O)N(C)Cc2ccc(C(=O)NN=C(CC(C)C)CC(C)C)cc2)cc1,5,-0.2,-14,31,0,·,-6,0,3,-4
CCCOc1ccc(N2C(=O)CC(N3CCN(S(=O)(=O)c4ccccc4)CC3)C2=O)cc1 (centres undefined),1,-0.3,-27,37,-3,-2,-4,-1,14,8
Cc1ccsc1/C=N/NC(=O)c1ccc(Cn2cc(Br)cn2)o1,16,0.3,-10,11,-2,4,9,-3,-50,0
Cc1ccc2c(c1)C1CN(C)CCC1N2CC(=O)N(C)c1ccccc1 (centres undefined),-11,-0.4,-8,-1,-3,8,2,2,6,-9
CCN1C(=O)/C(=C\N2CCN(c3ccc(F)cc3)CC2)SC1=S,-5,-0.1,-13,-2,3,0,-3,2,52,-6
CCOC(=O)c1cnn2c(C(F)(F)F)cc(-c3ccco3)nc12,5,0.0,-26,18,1,0,1,-1,4,4
O=C(NCCN1CCCCC1)c1ccc(/C=N/O)nc1,-2,0.2,-33,32,-3,-1,3,0,-2,-1
Cc1ccc(/C=N\NC(=O)C2CN(S(=O)(=O)c3ccccc3)CCN2S(=O)(=O)c2ccccc2)cc1 (centres undefined),2,-0.3,8,16,-1,-1,1,2,36,1
Cc1cc(N/C(=N\S(=O)(=O)c2ccc(F)cc2F)c2ccccc2)no1,-3,-0.3,-12,11,-7,1,-6,-1,19,4
Cc1cccc(C(=O)Oc2ccc(/C=N/NC(=O)c3ccc(O)cc3)cc2)c1,5,-0.2,-17,9,-2,0,0,2,-3,2
COc1ccccc1CNC(=O)C1CCC(CNS(=O)(=O)c2ccc(C)cc2)CC1 (centres undefined),-7,-9.4,-5,-2,-6,-1,-1,0,16,-14
Cc1csc(NC(=O)c2ccc(Cn3nc(C)c(Br)c3C)o2)n1,-1,-0.1,7,18,-9,-3,6,-5,-9,2
C[n+]1ccn(CC(=O)c2ccc(Br)cc2)c1,22,0.0,-13,7,-2,-2,-6,-3,12,-3
CCn1c2ccccc2c2cc(/C=N/n3cn[nH]c3=S)ccc21,14,-1.2,3,15,3,1,2,4,7,3
Cc1ccc(-c2nc(SCC(=O)N(C)c3c(N)n(Cc4ccccc4)c(=O)[nH]c3=O)n[nH]2)cc1,-13,-0.1,13,12,-2,0,-1,-4,12,0
CCOc1ccc(S(=O)(=O)n2c(C)nc3ccccc32)cc1,·,·,-14,·,·,-4,5,-1,·,·
c1ccc2c(c1)OCC(CNc1ncnc3nc[nH]c13)O2 (centres undefined),0,-0.2,-17,14,1,5,3,-4,-3,-4
Nc1ncncc1-c1ccc([N+](=O)[O-])cc1,-7,0.0,-4,7,-1,0,2,0,13,1
COC(=O)c1ccc(NC(=O)CSc2nc(C)cc(=O)[nH]2)cc1,12,-0.2,-19,30,1,3,0,1,-5,1
Cc1cc(C)cc(C(=O)Nc2ccncc2)c1,13,-24,-29,3,-2,-2,1,3,-6,-2
O=C1/C(=C/c2cccs2)COc2ccccc21,12,1.8,-19,21,0,·,-5,-7,-9,7
Cc1cc2n(n1)C(c1ccc3c(c1)OCO3)Nc1c(C)cccc1-2 (centres undefined),-5,0.8,-10,29,3,2,-2,-5,20,-7
COc1ccc(NC(=O)Cc2ccccc2F)cn1,0,1.7,0,56,3,-2,5,3,-20,-4
COc1ccc(C(=O)CC(=O)C(=O)Nc2ccc(C)cc2Cl)cc1,?,3.9,-16,12,-4,-3,-5,0,-39,16
O=C1NC2(CCCCC2)C(=O)N1CC(=O)N(Cc1ccccc1)c1ccccc1,12,0.2,-9,2,-3,0,0,-1,4,-2
CCOCCCNC(=O)CCc1ccc(-n2cnc3cccnc32)cc1,12,0.8,-30,24,-21,1,0,2,-20,-2
CN(c1ccc(C(=O)NCCSC(C)(C)C)cc1)S(C)(=O)=O,21,1.7,-77,34,2,-1,1,4,-81,9
O=C(Nc1ccc(F)cc1F)c1cc2ncc(Br)cn2n1,23,0.5,8,3,0,·,0,-6,-6,9
O=c1[nH]c2ccc(F)cc2[nH]c1=O,-8,-0.1,-17,7,5,·,-2,-1,-9,-6
Cc1ccc(NC(=O)CN(c2ccc(Cl)cc2)S(=O)(=O)c2cc([N+](=O)[O-])ccc2Cl)cc1,42,-0.2,-1,16,0,-1,1,2,-6,30
CCOC(=O)C1CCN(C(=S)NC(=O)c2cccs2)CC1,5,0.9,-28,13,2,-3,2,10,3,-1
COc1ccccc1-c1sc2ccccc2c1-c1ccc(C(C)=O)cc1,20,2.2,-16,30,0,0,8,-2,-40,13
CC(=O)NCC(=O)NC1CCCc2c1cnn2-c1ccccc1F (centres undefined),-1,-5.6,-25,27,4,-1,-2,-6,14,-6
CN1C=CC=C/C1=C1\SC(=S)N(C2CCCCC2)C1=O,-7,1.2,-18,5,2,1,-4,-2,-24,-4
# Next entries.
SMILES,HSF1 activator,HIF act,KLF5 inh,AI-2 QS mod,GSK3B inh,GSK3 alpha inh,IEC-6 tox,HSP90 inh,aSyn 5UTR inh,HSF1 inhib
CC1CCCC(C)N1C(=O)CSc1nnc(COc2cccc3cccnc23)o1 (centres undefined),3,-0.1,8,3,1,0,-2,2,2,5
CNC(=S)n1cnc(N)n1,-13,0.2,-12,2,-4,5,-4,-3,0,-2
CCOC(=O)C1=C(N)Oc2cc(O)ccc2C1c1ccc([N+](=O)[O-])cc1 (centres undefined),11,-1.0,-16,15,1,0,-9,-1,-6,3
O=C(COc1ccc(Cl)cc1)NCCCNC(=O)c1ccncc1,-4,0.8,-14,19,8,0,3,1,-3,-3
Cc1nn(C)cc1NC(=O)c1cc2nc(-c3ccco3)cc(C(F)(F)F)n2n1,-3,-0.2,-20,14,0,-1,1,1,16,-10
CC(=O)c1c(O)cc(=O)oc1-c1ccc(C)cc1,3,0.6,·,18,-1,0,·,·,6,2
COc1ccc(Cl)cc1NC(=O)c1cccc(NC(=O)CCC(=O)O)c1,13,-0.2,-3,20,1,-3,-1,-5,-18,0
COc1ccc(/C=N/NC(=O)c2cccnc2)cc1CN1CCc2ccccc2C1,-14,0.0,-10,37,-1,-1,1,4,-17,-17
Cc1ccc(-c2nn(-c3ccccc3)cc2/C=N/NC(=O)c2ccc3c(c2)OCO3)cc1,4,3.7,-29,0,0,·,2,0,-57,14
Cc1cccc(NC(=O)C2CCN(S(=O)(=O)c3c(C)noc3C)CC2)c1,1,1.8,-43,25,0,-7,-8,-4,3,0
N#C/C(=C/c1ccc(F)cc1)c1nc(CCN2C(=O)c3ccccc3C2=O)cs1,11,0.3,-25,10,0,-3,6,2,11,0
Cc1ccn2c(NC3CCCCC3)c(C)nc2c1,5,-0.2,-1,-8,-2,8,-1,4,-8,-5

# Screening data: PubChem, several laboratories
